Source: PubChem BioAssay (several laboratories)
LMPTP block = LMPTP phosphatase inhibitors, primary screen, biochemical, fluorescence intensity, uHTS; recombinant LMPTP-A, OMFP fluorogenic substrate; inhibition, % at 20 µM; actives 0.22% (n = 360,000);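 active means compounds that cut the enzyme signal by at least half of the control window in the single-dose screen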;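 further: plate controls were DMSO wells with enzyme plus substrate for no effect and substrate without enzyme for full effect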
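Test system – LMPTP-A enzyme · Amount – LMPTP-A at 0.625 nM final in the reaction · Buffer or medium – Bis-Tris pH 6.0, DTT, detergent · Reagent – OMFP 400 µM · Doses – single 20 µM dose · Schedule – reaction 50 min, room temperature, dark · Detection – fluorescence intensity of OMFP turnover product · Evaluation – percent inhibition versus substrate-only and uninhibited controls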
SUMO1 PPI mod = modulators of SUMO1 protein-protein interactions, primary screen, biochemical, uHTS; Small ubiquitin-related modifier 1 (Homo sapiens), P63165; SUMO1 binding to a labelled peptide, TR-FRET, 1 h; inhibition, % at 20 µM; actives 0.33% (n = 360,000); in the data active means inhibition above about 37%
CendR NRP1 mod = modulators of CendR peptide binding to NRP-1, primary screen, biochemical, fluorescence polarization, uHTS; Neuropilin-1 (Homo sapiens), O14786; FAM-RPARPAR peptide binding to NRP-1; inhibition, % at 25 µM; actives 0.85% (n = 360,000); AID 602438, 2012;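 active means inhibition or corrected inhibition above about 18%, plus a signal ratio from 0.5 to 1.5, limit read from the data, passing the limit was not always enough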; further: strong numbers were not always called active
NadD block = inhibitors of S. aureus NadD, primary screen, biochemical, colorimetric, uHTS | purified NadD enzyme, colorimetric absorbance read-out | inhibition, % at 20 µM | actives 0.78% (n = 360,000); in the data active means inhibition above about 26%; further: some compounds past the cut are filed as inactive
Scp1 inh = Scp-1 phosphatase inhibitors, primary screen, biochemical, colorimetric, uHTS | Carboxy-terminal domain RNA polymerase II polypeptide A small phosphatase 1 (Homo … | Recombinant Scp1, phosphopeptide, malachite green phosphate absorbance | inhibition, % at 20 µM | actives 0.88% (n = 340,000) | AID 493091, 2011;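 active means inhibition above about 50% at 20 µM, limit read from the data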;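 further: plate controls were DMSO wells with enzyme for no effect and wells lacking enzyme for full effect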
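System: truncated SCP-1 phosphatase (76-261aa); medium: Tris acetate buffer pH 5.5 with MgCl2 and Tween-20; incubation: 45 min room-temperature reaction, 5 min colour, 30 min stabiliser; compound: single 20 µM dose, 1% DMSO; reagent: Phosphorylated 17-residue peptide substrate; read-out: % inhibition at 20 µM; technique: colorimetric free-phosphate detection, absorbance 630 nm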
Neddyl block = inhibitors of cullin neddylation, primary screen, biochemical, TR-FRET, uHTS, NAE and Ubc12 | NEDD8-conjugating enzyme Ubc12 (Homo sapiens) + NEDD8-activating enzyme E1 regulatory … | calls only at 25 µM | actives 0.58% (n = 360,000); in the data active means inhibition above about 36%
DNMT1 block = human DNMT1 methyltransferase inhibitors, primary screen, biochemical, molecular beacon, fluorescence, HinP1I cleavage, uHTS; actives 0.83% (n = 360,000); inhibition (reported as % activation of signal), % at 10 µM; AID 588458, 2011; in the data active means inhibition above about 50%
Target sequence (P26358 504-1616 limits assumed): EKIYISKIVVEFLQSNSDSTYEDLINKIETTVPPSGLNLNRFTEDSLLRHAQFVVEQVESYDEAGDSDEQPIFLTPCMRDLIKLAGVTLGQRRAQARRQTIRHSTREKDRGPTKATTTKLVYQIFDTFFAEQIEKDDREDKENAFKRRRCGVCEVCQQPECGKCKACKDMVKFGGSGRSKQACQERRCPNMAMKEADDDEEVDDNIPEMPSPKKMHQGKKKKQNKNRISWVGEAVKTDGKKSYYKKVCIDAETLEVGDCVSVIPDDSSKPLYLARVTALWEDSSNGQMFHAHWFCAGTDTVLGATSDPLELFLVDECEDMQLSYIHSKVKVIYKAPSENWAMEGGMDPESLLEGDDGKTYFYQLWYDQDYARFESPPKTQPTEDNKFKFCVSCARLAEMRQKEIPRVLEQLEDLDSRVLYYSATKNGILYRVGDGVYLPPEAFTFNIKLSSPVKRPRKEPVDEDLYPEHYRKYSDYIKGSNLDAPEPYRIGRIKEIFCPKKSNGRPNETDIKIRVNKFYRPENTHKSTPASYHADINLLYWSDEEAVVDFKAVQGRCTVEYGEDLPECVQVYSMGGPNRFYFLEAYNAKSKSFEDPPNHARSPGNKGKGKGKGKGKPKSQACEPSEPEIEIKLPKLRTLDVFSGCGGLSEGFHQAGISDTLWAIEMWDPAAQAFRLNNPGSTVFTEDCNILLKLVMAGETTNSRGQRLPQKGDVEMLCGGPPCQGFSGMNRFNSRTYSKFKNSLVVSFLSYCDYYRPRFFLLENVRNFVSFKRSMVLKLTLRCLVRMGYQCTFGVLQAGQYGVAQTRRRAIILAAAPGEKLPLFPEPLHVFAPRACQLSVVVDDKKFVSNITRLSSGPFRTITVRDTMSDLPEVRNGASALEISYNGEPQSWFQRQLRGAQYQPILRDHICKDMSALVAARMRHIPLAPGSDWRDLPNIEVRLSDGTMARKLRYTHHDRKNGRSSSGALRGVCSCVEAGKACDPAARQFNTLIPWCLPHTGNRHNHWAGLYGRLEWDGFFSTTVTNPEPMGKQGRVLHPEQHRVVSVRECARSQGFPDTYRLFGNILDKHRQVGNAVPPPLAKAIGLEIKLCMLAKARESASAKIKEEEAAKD
SKN-1 inh = suppressors of acrylamide-induced Pgst-4::GFP reporter in worms, primary screen, SKN-1 inhibitor project, whole organism, uHTS, GFP/RFP fluorescence ratio, strain VP596; C. elegans VP596 Pgst-4::GFP/RFP ratio, 24 h; inhibition, % at 21.8 µM; actives 0.49% (n = 360,000);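 active means interference check ratio from 0.5 to 1.5 plus GFP to RFP signal ratio inhibition reaching or exceeding a fixed threshold, cut at about 30% in these data, passing the limit was not always enough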; further: some compounds called inactive have numbers as strong as hits
STEP block = STEP phosphatase inhibitors, primary screen, biochemical, fluorescence intensity, uHTS; Tyrosine-protein phosphatase non-receptor type 5 (Homo sapiens), P54829; recombinant STEP, OMFP fluorogenic substrate; inhibition, % at 20 µM; actives 0.25% (n = 360,000); AID 588621, 2011;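 active means inhibition at 20 µM, scaled per plate between control wells, above about 37%, limit read from the data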;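 further: 0% = DMSO with enzyme and substrate and 100% = substrate only without enzyme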
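System: STEP phosphatase, cell-free reaction; Buffer or medium: Bis-Tris pH 6.0 buffer with DTT, detergent; Incubation: 20 min at room temperature, dark; Measured by: fluorescence, 480/540 nm.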
Tb MetRS inh = T. brucei MetRS inhibitors, primary screen, biochemical, luminescence. methionyl-tRNA synthetase (Trypanosoma brucei brucei). purified T. brucei MetRS, ATP depletion, Kinase-Glo luminescence. inhibition, % at 11.9 µM. actives 0.4% (n = 360,000). AID 624268, 2012;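 active means inhibition above a per-plate cutoff of the control wells' mean inhibition plus 3 SD, cut at about 5.5% in these data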;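 further: 0% = DMSO wells median and 100% = median of wells with control inhibitor compound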
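Material: parasite MetRS enzyme / Replication: singlicate, one well per compound / Signal: luminescence of leftover ATP / Schedule: 2 h aminoacylation at 25 °C after 15 min preincubation / Medium: HEPES-MgCl2-KCl buffer plus DTT, spermine, BSA, pyrophosphatase / Doses: 11.9 µM single point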
Active calls of the source: *; i = inactive; . = not tested or not shown; + = active, no number.

SMILES	LMPTP block	SUMO1 PPI mod	CendR NRP1 mod	NadD block	Scp1 inh	Neddyl block	DNMT1 block	SKN-1 inh	STEP block	Tb MetRS inh
O=C(CSc1n[nH]c(-c2ccco2)n1)Nc1ccccc1Cl	-1.6	1	-2	-6	-1	i	1	1	-2	-0.4
Cn1c2c(c(=O)n(C)c1=O)C(CC(=O)Nc1ccc(F)cc1)C(=O)N2 (centres undefined)	1.5	2	1	-2	-6	i	-1	-17	2	-0.6
COc1ccc(S(=O)(=O)N2CCCCC2)cc1NC(=O)c1cccc(S(=O)(=O)N2CCOCC2)c1	0.7	1	11	2	-7	i	-3	0	0	-0.1
C=CCn1c(NC(=O)c2ccc(C)cc2)c(C#N)sc1=N	-1.7	-5	-2	0	12	.	-2	10	-1	-0.6
COC(=O)c1ccc(-c2noc(CN3CCCCC3c3nccn3C)n2)cc1 (centres undefined)	1.3	1	3	-1	-4	i	4	-9	-5	0.2
CSc1nsc(SC)c1NC(=O)OCc1ccccc1	1.0	0	1	3	-2	i	-1	-1	0	-0.3
O=C(COC(=O)Cc1ccccc1F)Nc1ccc2[nH]c(=O)[nH]c2c1	0.2	29	-7	2	-2	i	1	24	-3	-0.5
COC(=O)[C@]12CCCCC=C1N(Cc1ccco1)C(=O)[C@H](CC(=O)NCc1ccc(C)o1)C2	0.1	-2	6	8	.	i	.	16	.	-0.9
O=C1C(=C(c2ccccc2)c2ccccc2)Nc2ccccc21	7.9	-38	-12	4	3	i	-6	61	16	-1.0
CCc1c(C)nc(SCC(=O)N2CC(C)OC(C)C2)[nH]c1=O (centres undefined)	-1.6	3	-5	-3	-3	i	3	-22	-1	-0.6
O=C(NCc1ccc(Cl)cc1)c1ccc(Br)o1	-1.3	1	-2	-6	4	i	8	10	-4	-0.3
CC(C)(C)C(=O)N(CCN(C(=O)C(C)(C)C)c1ccccc1)c1ccccc1	-1.2	2	-7	-10	-6	i	9	0	-1	0.6
Cc1ccc2nc(-c3ccccn3)c(Nc3ccccc3C)n2c1	4.9	5	-6	8	-16	i	-4	9	5	-0.7
CC1(C)C(c2cccs2)=[N+]([O-])C2(CCCCC/C2=N\NC(N)=S)N1O (centres undefined)	-2.0	0	0	3	-15	i	2	8	0	0.1
COc1ccc(C2C(C(=O)c3cccs3)=C(O)C(=O)N2c2nncs2)cc1 (centres undefined)	-1.2	-11	130	1	-9	i	1	-18	-50	0.9

Given with values under each structure: two of the compounds above
Results follow in this order: LMPTP block, SUMO1 PPI mod, CendR NRP1 mod, NadD block, Scp1 inh, Neddyl block, DNMT1 block, SKN-1 inh, STEP block, Tb MetRS inh
- CCc1c(C)nc(SCC(=O)N2CC(C)OC(C)C2)[nH]c1=O (centres undefined)
 : -1.6, 3, -5, -3, -3, i, 3, -22, -1, -0.6
- O=C(NCc1ccc(Cl)cc1)c1ccc(Br)o1
 : -1.3, 1, -2, -6, 4, i, 8, 10, -4, -0.3

Remaining list, next part.
SMILES	LMPTP block	SUMO1 PPI mod	CendR NRP1 mod	NadD block	Scp1 inh	Neddyl block	DNMT1 block	SKN-1 inh	STEP block	Tb MetRS inh
Nc1nnc(-c2cc3ccccc3oc2=O)s1	1.2	-25	6	0	-6	+	13	-8	0	-0.7
c1ccc2c(c1)[nH]c1c(NCC3CCCO3)ncnc12 (centres undefined)	0.8	0	-1	-3	-2	i	0	-3	-6	54*
O=c1cc(-c2ccc(O)c(O)c2)oc2cc(O)c([C@@H]3O[C@H](CO)[C@@H](O)[C@H](O)[C@H]3O)c(O)c12	0.0	-19	-45	-1	2	i	12	8	3	0.7
O=C(Cc1ccccc1)NC1(Cc2ccc(O)cc2)CCCCC1	-0.2	-3	2	-8	1	i	0	-4	-1	-0.6
CSc1nc2c(cnn2-c2ccc(C)c(C)c2)c(=O)[nH]1	-2.4	5	-22	3	-3	i	28	7	1	-0.4
CSc1ccc(S(=O)(=O)N2CCC(C(=O)N3CCOCC3)CC2)cc1	-0.6	5	7	-15	0	i	0	10	1	-0.1
Cc1nn(C2CCS(=O)(=O)C2)c(C)c1CN(C)C(=O)c1cccc(Cl)c1 (centres undefined)	-0.9	-4	4	-6	-3	i	1	-4	2	0.0
CCNC(=O)C1(C)CCCN(C(=O)c2sc(-c3ccccc3)nc2C)C1 (centres undefined)	-0.6	-1	11	3	.	i	4	-16	-1	0.0
Cc1cc(C)cc(N(CC(=O)Nc2ccc(Br)cc2)S(=O)(=O)c2c(C)[nH]c(=O)[nH]c2=O)c1	0.8	7	2	7	-11	i	3	4	-4	49*
COc1ccc(NC(=O)c2ccccc2NS(C)(=O)=O)cc1OC	3.3	0	11	-4	-15	i	-2	1	1	-0.9
COC(=O)NCc1ccc(Cl)c(Cl)c1	-1.4	-1	6	-3	3	i	2	-1	1	-1.3
O=C(COc1ccccc1F)NC1CCN(Cc2ccccc2)CC1	-0.1	4	2	-1	-5	i	-7	5	1	0.2
CCOC(=O)c1ccc(NC(=O)c2nc[nH]c2C(=O)NCCCCCNC(=O)OC(C)(C)C)cc1	1.8	1	8	0	-5	i	-6	-4	-2	0.2
CCC1c2ccc(C)n2CCN1C(=O)Nc1ccc(F)cc1 (centres undefined)	1.3	-5	0	3	-2	i	-5	21	3	1.3
CCN(CC)CCNCC(=O)Nc1ccc(Oc2ccccc2)cc1	-1.0	1	2	-10	-2	i	-1	-16	1	-0.8
CN(C)CCCNC(=O)CC(c1ccccc1)c1ccccc1O (centres undefined)	-5.7	0	0	1	-2	i	1	4	-3	-0.3
O=S(=O)(c1ccc(SCc2ccccc2)nc1)N1CCCC1	1.5	2	4	-3	-12	i	-2	11	5	-0.1
CCOC(=O)Nc1nnc(-c2ccc(OC)cc2)s1	0.2	2	4	6	-7	i	2	7	-1	0.3
COc1ccc(-n2c(=S)[nH]c3c(oc4ccccc43)c2=O)cc1	0.6	6	8	-2	1	i	-2	-5	-2	-0.2
O=C(Nc1cn(-c2ccccc2)nc1-c1cccs1)c1ccco1	1.8	-2	-16	-3	-7	i	-16	12	0	-0.1
CCC1=C(C(=O)OC)C(c2cc(OC)ccc2OC)C(C#N)=C(N)O1 (centres undefined)	-0.1	-2	-14	-6	-3	i	1	-2	1	-0.5
Cc1nn(-c2ccccn2)c2c1-c1nc(N)ncc1CC2	-0.3	7	-12	0	-6	i	0	-5	0	-0.2
CCc1cccc2c(C(=O)COC(=O)c3cccc(S(=O)(=O)N(C)C4CCCCC4)c3)c[nH]c12	0.0	1	-3	1	-4	i	-4	-2	2	0.5
CC(C)(C)c1ccc(COn2c(=O)c(-c3ccco3)[n+]([O-])c3ccccc32)cc1	1.4	-3	-43	20	0	i	2	14	-1	0.1
CC(C)OCCCn1c(=O)c2ccccc2n2c(CCC(=O)NCc3ccccn3)nnc12	-0.3	9	8	3	-2	i	3	4	1	0.0
Oc1ccc(CN2CCCCC2)nc1-c1ccccc1	-1.2	4	2	-3	-3	i	2	-21	-4	0.0
CC1CCCN(S(=O)(=O)c2ccc(N(C(=O)c3cnccn3)C(C(=O)NC3CCCCC3)c3cccs3)cc2)C1 (centres undefined)	0.1	-1	3	-1	-5	i	-6	1	1	-0.2
Cn1ncc(Br)c1C(=O)NC1CCCCCCC1	-0.9	6	-1	-2	-6	i	-1	-1	1	-0.1
COc1ccc(NC(=O)CSc2nc3[nH]ncc3c(=O)n2-c2ccccc2OC)cc1OC	-1.5	0	-2	6	1	i	2	-9	4	-1.4

By substructure: the compounds so far containing two or more sulfur atoms.
SMILES	LMPTP block	SUMO1 PPI mod	CendR NRP1 mod	NadD block	Scp1 inh	Neddyl block	DNMT1 block	SKN-1 inh	STEP block	Tb MetRS inh
COc1ccc(S(=O)(=O)N2CCCCC2)cc1NC(=O)c1cccc(S(=O)(=O)N2CCOCC2)c1	0.7	1	11	2	-7	i	-3	0	0	-0.1
CSc1nsc(SC)c1NC(=O)OCc1ccccc1	1.0	0	1	3	-2	i	-1	-1	0	-0.3
CC1(C)C(c2cccs2)=[N+]([O-])C2(CCCCC/C2=N\NC(N)=S)N1O (centres undefined)	-2.0	0	0	3	-15	i	2	8	0	0.1
COc1ccc(C2C(C(=O)c3cccs3)=C(O)C(=O)N2c2nncs2)cc1 (centres undefined)	-1.2	-11	130	1	-9	i	1	-18	-50	0.9
CSc1ccc(S(=O)(=O)N2CCC(C(=O)N3CCOCC3)CC2)cc1	-0.6	5	7	-15	0	i	0	10	1	-0.1
O=S(=O)(c1ccc(SCc2ccccc2)nc1)N1CCCC1	1.5	2	4	-3	-12	i	-2	11	5	-0.1
CC1CCCN(S(=O)(=O)c2ccc(N(C(=O)c3cnccn3)C(C(=O)NC3CCCCC3)c3cccs3)cc2)C1 (centres undefined)	0.1	-1	3	-1	-5	i	-6	1	1	-0.2
